Pf Dd2 inh: qHTS Primary assay for Inhibitors of Plasmodium falciparum Dd2 growth in vitro | P. falciparum Dd2 growth, SYBR Green, 72 h | Potency, µM (doses to about 28.9 µM), for the others: at the highest dose activity, negative = inhibition, actives largely listed as inhibitors | actives 4.3% (n = 120,000); active = well fitted inhibition curve with a large enough effect; inconclusive = small, poorly fitted or top-dose-only effect; inactive = no such curve, though single readings can be large or run the other way;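 note: plate controls were DMSO vehicle for no effect and reference drug for full effect; nearly all actives have a fitted effect of over 65% in size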
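Readout: SYBR Green fluorescence, 485 nm excitation, 535 nm emission, after ~16 h lysis at 37C. Before that, Dd2-infected red cells (2.5% hematocrit) grew 72 h with compound, 29 uM top final concentration.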
Active calls of the source: *; i = inactive; ? = inconclusive; [ ] = remark or other dose. Potency is the fitted concentration of half-maximal effect. Not all compounds are listed; rates above refer to the full screens.

Sample of the layout:
SMILES	Pf Dd2 inh
COc1ccc(C(=O)N2CCCC(Cc3noc(-c4cnccn4)n3)C2)cc1 (configuration not stated)	16.0%
CCNC(=O)CC1C(=O)N(c2ccccc2)C(=O)N1Cc1ccc(F)cc1 (configuration not stated)	23.4%
O=C(CCc1cc2ccccc2[nH]c1=O)NCCCN1CCCC1=O	i

The listing, from the first entry:
SMILES	Pf Dd2 inh
COc1ccc(C(=O)N2CCCC(Cc3noc(-c4cnccn4)n3)C2)cc1 (configuration not stated)	16.0%
CCNC(=O)CC1C(=O)N(c2ccccc2)C(=O)N1Cc1ccc(F)cc1 (configuration not stated)	23.4%
O=C(CCc1cc2ccccc2[nH]c1=O)NCCCN1CCCC1=O	i
O=C(Cc1c[nH]c2ncc(-c3cccnc3)cc12)N1CCN(Cc2ccccc2)CC1	i
Cc1nc(C)c(C)c(N2CCCC(c3nccn3Cc3ccccc3)C2)n1 (configuration not stated)	?
O=C1CS(=O)C2(CCNCC2)N1Cc1cccc(F)c1 (configuration not stated)	-19.9%
Cc1ccn2c(Nc3ccccc3)c(-c3c[nH]c4ccccc34)nc2c1	?
CCn1cc(S(=O)(=O)N2CCC3(CC2)N(CC2CC2)C(=O)CS3=O)cn1 (configuration not stated)	3.6%
O=C(Nc1ccc2c(c1)OCO2)C1CCCN(c2cnn(Cc3ccccc3)c(=O)c2)C1 (configuration not stated)	10µM*
Cc1c(NC(=O)c2ccc(-c3ccc(F)cc3)o2)cccc1-c1nc2ncccc2o1	-29.9%
Cn1nccc1C(=O)N1CCC(c2nn(C)c3c2COCC3)CC1	i[5.79 µM]
CN(C)CCN(C)C(=O)c1cc(-c2ccccc2F)cc2c1OCCN2Cc1cccnc1	?
COc1ccc(Cl)cc1S(=O)(=O)N1CCC(c2ccncc2)CC1	-13.7%
CC(=O)c1ccc(N2C(=O)N(Cc3ccc(F)cc3)c3ccccc3S2(=O)=O)cc1	10.0%
OCC1(CCOc2ccccc2)CCCN(c2ncnc3sccc23)C1 (configuration not stated)	-21.8%
CC(C)c1noc(-c2cn(C3CCN(C(=O)c4cccc(F)c4)C3)nn2)n1 (configuration not stated)	i
CCS(=O)(=O)N1CCC[C@H]1C(=O)N1CCCCCCNC(=O)CC1	4.6%
CCOc1ccc(CCNC(=O)c2cnc3sc(N4CCOCC4)nn3c2=O)cc1	i
COC(=O)C1=C(C)N=C2SC=C(CC(=O)N3CCCC(C(N)=O)C3)N2C1c1cccc(Cl)c1 (configuration not stated)	?
CN1CCCCCCN(S(=O)(=O)N(C)C)[C@H]2CCC[C@H]2C1=O	-14.7%
Cc1ccccc1CC(=O)N1CCCC(c2noc(COc3ccccc3)n2)C1 (configuration not stated)	?
O=C(N[C@H]1CCN2C(=O)c3cc(-c4ccc5c(c4)OCO5)ccc3NC(=O)[C@H]12)c1cccc(F)c1	i
CC(C)c1cnc(-c2ccccc2)[nH]1	?
Cc1cn2c(=O)c(S(=O)(=O)NCCc3ccccc3)c(C)nc2s1	?
CNC(=O)[C@H]1C[C@H](Oc2ccccc2)CN1C(=O)Nc1cccc(C)c1	-7.2%
CCOc1ccc(C(=O)N2CCN(Cc3cc(=O)n4nc(-c5ccccc5Cl)sc4n3)CC2)cc1	-15.0%
COc1ccc(-c2cc(N3CCC(NC(=O)COc4ccc(F)cc4)CC3)n[nH]2)cc1	-10.2%
Cc1ccc(CNC(=O)CCc2c(C)nc3nc(C)nn3c2C)cc1	?
Cc1ccc(-c2nnc(C3CN(C(=O)c4ccc(C)c(F)c4)CC34CCOCC4)o2)cc1 (configuration not stated)	?
Cc1ccc(S(=O)(=O)N2CCCC(CCC(=O)NCc3cccc(F)c3)C2)cc1 (configuration not stated)	?
Cc1ccc(C(=O)N2C(C(=O)N3CCOCC3)COC23CCN(C(=O)c2ccccc2C)CC3)cc1 (configuration not stated)	-4.9%
CCOC(=O)c1cnc2ccc(C(=O)OC)cc2c1Nc1ccc(N2CCOCC2)cc1	?
Cc1cccc(-c2nc(CN3CCCC(C(=O)NCCc4ccc(Cl)cc4)C3)c(C)o2)c1 (configuration not stated)	-6.1%
O=C(Cc1cccc(F)c1)N1CCCN(C(=O)C2CC2)c2ccccc21	i
CC1(CCCCc2ccccc2)COc2ccc(C(=O)N3CC[S+](=O)([O-])CC3)cc2N1 (configuration not stated)	7.0%
CC(=O)N1CCc2[nH]cnc2C12CCN(C(=O)CCn1nnnc1C)CC2	-10.4%
COc1cc(CNCCc2ccccc2C)ccc1OCC(O)CN1CCOCC1 (configuration not stated)	11.2µM*
Cn1nc(C2CCN(C(=O)c3ccc(F)cc3)CC2)c2c1CCOC2	23.5%[5.79 µM]
CCOC(=O)c1c(NC(=O)CSc2cn(CCNC(=O)c3ccc(OCC)cc3)c3ccccc23)sc2c1CCCC2	i
N#Cc1ccc(CN2CCCC3(COc4ccccc4[S+](=O)([O-])N3)C2)cc1 (configuration not stated)	13.6%
Clc1cccc(CNc2ncnc3c2nc2n3CCCC2)c1	20.3%
COc1ccc(-c2nc(-c3nnn4c3COC(c3ccc(Cl)cc3)C4)no2)cc1F (configuration not stated)	11.6%
O=C(Cc1ccccc1)N1CCC2(CCCN(C3CCOCC3)C2=O)C1 (configuration not stated)	0.3%
O=C(Nc1nn(Cc2ccccc2)c2cccc(N3CCOCC3)c12)c1cnccn1	?
COc1ccc(C(=O)N2CCN(C(C(=O)O)c3cccc(O)c3)CC2)cc1 (configuration not stated)	7.2%
NC(=O)[C@@H]1CN(C(=O)c2ccnnc2)C[C@H]1COc1ccccc1	-6.7%
O=C(CCC1CCN(S(=O)(=O)c2ccccc2)CC1)NC1CCCCCC1	-10.6%
CCn1ccc2sc(C)c(C(=O)NCc3ccc(Br)cc3)c2c1=O	-25.9%
CC(=O)c1cccc(Nc2cc(C)nc3nc(-c4ccccc4C)nn23)c1	i
CC(C)NC(=O)N[C@H]1C[C@H]2C(=O)NC[C@@H](CCC(=O)NCc3ccccc3)N2C1	-3.8%[44.1 µM]

Further entries.
SMILES	Pf Dd2 inh
COc1cccc(CN2CCc3c(cc(C(=O)Nc4ccccc4)n3C)C2)c1	1.12µM*
CN(C1CCCCC1)S(=O)(=O)c1ccc2c(c1)c(=O)c(C(=O)NCc1ccc(F)cc1)cn2C	30.4%[activator]
Cc1cccc(C(=O)N2[C@@H]3CC[C@H]2CC(NC(=O)c2cnc(C)cn2)C3)c1 (some centres not stated)	i
CC1CCN(CC2CCCN(S(=O)(=O)c3ccc(F)cc3)CC2)CC1 (configuration not stated)	?
CN(CCCN1c2ccccc2CCc2ccccc21)C(=O)[C@H]1CCC[C@@H](O)C1	?
COC(C)c1ccc(-c2cc(C(=O)O)cc(S(=O)(=O)NC(C)C)c2)cc1 (configuration not stated)	?
CN(C)c1cc(N2CCCC(NC(=O)c3cccnc3)C2)ncn1 (configuration not stated)	?
Cc1nnc(-c2cc(N3CCN(c4ccccn4)CC3)ccn2)n1-c1ccccc1	-13.2%[44.1 µM]
O=C(c1ccc(Cl)nc1)N1CCn2c(nn(-c3ccc(C(F)(F)F)cc3)c2=O)C1	-23.3%
COCCOC1CCN(C(=O)CCc2ccccc2)CC1	84.9%[activator]
Cn1cccc1C(=O)N1CCC(Oc2ccccc2-c2nc(C3CCOCC3)no2)C1 (configuration not stated)	i
CCNC(=O)N1CCOc2ccc(CCC(=O)NCc3nc4ccccc4n3C)cc2C1	?
Cc1cc(CNC(=O)c2cc(C(C)C)nn2C)c2[nH]c(C)c(C)c2c1	?
Cc1ccc(OCCSc2nnc(-c3cccs3)o2)cc1Cl	79.8%[activator]
CN(C)[C@@H]1CO[C@H](CNC(=O)N2CCOCC2)[C@H]1O	19.9%[44.1 µM]
CCCn1c(=O)c2sccc2n2c(CCCC(=O)NC3CCC(C)CC3)nnc12 (configuration not stated)	?
Cc1ccc(-c2noc([C@@H](N)CCCCN)n2)nn1	-5.6%
CCN1C(=O)C2(CCN(S(=O)(=O)Cc3ccc(Cl)cc3)CC2)c2ccccc21	i
Cc1ccc(-c2nc(S(=O)(=O)c3ccc(Cl)cc3)c(N3CCCCC3)o2)cc1	?
COc1ccc(N(CC(=O)NCCc2cccc(C)c2)S(=O)(=O)c2c(C)nn(C)c2C)cc1	-9.7%

Arranged by molar mass (largest number first): some entries from above.
SMILES	Pf Dd2 inh
Cc1ccc(C(=O)N2C(C(=O)N3CCOCC3)COC23CCN(C(=O)c2ccccc2C)CC3)cc1 (configuration not stated)	-4.9%
COc1ccc(-c2cc(N3CCC(NC(=O)COc4ccc(F)cc4)CC3)n[nH]2)cc1	-10.2%
CCN1C(=O)C2(CCN(S(=O)(=O)Cc3ccc(Cl)cc3)CC2)c2ccccc21	i
CCn1ccc2sc(C)c(C(=O)NCc3ccc(Br)cc3)c2c1=O	-25.9%
Cc1ccccc1CC(=O)N1CCCC(c2noc(COc3ccccc3)n2)C1 (configuration not stated)	?
CC(C)c1noc(-c2cn(C3CCN(C(=O)c4cccc(F)c4)C3)nn2)n1 (configuration not stated)	i
CC(C)c1cnc(-c2ccccc2)[nH]1	?

Continuation:
SMILES	Pf Dd2 inh
COc1cccc(CN2CCNC(=O)C2CC(=O)N2CCNC(=O)C2)c1OC (configuration not stated)	10.4%
CCn1ncc(N2CCCC(CC(=O)N3CCN(c4ccccc4)CC3)C2)cc1=O (configuration not stated)	-15.0%
O=C(CCS(=O)(=O)c1cc(Br)cc2c1N(C(=O)C1CC1)CC2)Nc1ccc(Br)cc1F	?
O=c1[nH]c(N2CCc3ccccc3C2)nc2c1CCN(Cc1ccccc1)CC2	7.0%[5.79 µM]
OC[C@@H]1O[C@H](CN(Cc2cccc(Cl)c2)Cc2cccc(Cl)c2)[C@H](N2CCN(c3ccccn3)CC2)[C@@H]1O	i
Cc1ncoc1C(=O)N1CC[C@H]2C(=O)NCCCCCCN(Cc3ccncc3)[C@@H]2C1	-0.1%
CCOc1ccc(S(=O)(=O)N2CCC3(CC2)CN(C)CC3COC)cc1 (configuration not stated)	?
O=C(COc1ccccc1Cl)NCC1(N2CCOCC2)CCCCC1	i
COc1ccc(S(=O)(=O)N2CCn3nnc(CCC(=O)NC4CC4)c3C2)cc1	4.6%
COc1cc(OC)c(NC2(c3ccccc3)C(=O)c3ccccc3C2=O)cc1Cl	-5.8%
COc1ccc(C(=O)NC2CCN(c3cnn(CC4CC4)c(=O)c3)CC2)cc1F	-25.7%
COc1ccc(OC2CCN(C(C)=O)CC2)c(C(=O)NC(C)c2cn(C)nc2C)c1 (configuration not stated)	-8.8%
Nc1nc2c(c(N3CC[C@@H](O)C3)n1)CCN(C(=O)[C@H]1CCCO1)CC2	9.0%
O=C(NCC1(COc2ccccc2)C[C@@H](O)[C@@H](O)C1)C1CCCC1 (some centres not stated)	-7.2%[44.1 µM]
COc1ccc(N2CCN(C(CNC(=O)C(=O)NCCc3ccccc3)c3cccnc3)CC2)cc1 (configuration not stated)	?
O=C(NC1CCCCC1)C1CN(S(=O)(=O)c2cccc(Cl)c2)CC12CCOCC2 (configuration not stated)	?
O=C(C1CCN(c2nc(-c3ccccc3)nc3c2CCC3)CC1)N1C[C@H]2CC[C@H]1C2	?
CC(=O)C1=C(c2ccc(Cl)cc2)N(C(C)=O)n2c(nnc2C2CCCCC2)S1	1µM*
COCc1cc(=O)n(CC(=O)Nc2cccc(C(C)=O)c2)c(N2CCOCC2)n1	?
Cc1nc(-c2ccco2)cc([C@H]2CN3CC[C@H]2C[C@@H]3CNC(=O)Nc2ccccc2)n1	?
COCCCNC(=O)C1(CCO)CC12CCOCC2 (configuration not stated)	12.8%
CC(C)CCC(=O)N1CCCC1C(=O)Nc1ccccc1Oc1cccnc1 (configuration not stated)	-3.9%
O=C1CCC2(C(=O)NCCc3ccccc3)CCCC=C2N1c1ccccc1 (configuration not stated)	i
COc1ccc2c(c1)CN(C(C)=O)CC[C@H]1COC(=O)N21	24.0%[44.1 µM]
Cc1cccc(NC(=O)Cn2c(-c3cnccn3)nc(C)c(C)c2=O)c1	?
COc1ccc(-n2c(=O)c3ccc(C(=O)NCc4ccc(C)cc4)cc3n(Cc3ccc(C)cc3)c2=O)cc1	54.0%[activator]
COc1ccc(NC(=O)c2c(C)nc3n2CCC(Nc2ccc(F)cc2)C3)cn1 (configuration not stated)	?
Cc1ncc2c(n1)C[C@@H]1CC[C@H]2N1C(=O)NC(C)C	36.3%[activator]
Cc1ncsc1CN1CCc2nn(C)c(=O)n2CC1	-9.5%
Cc1ccc(NC(=O)c2oc3ccc(S(=O)(=O)N4CCC5(CC4)OCCO5)cc3c2C)cc1C	?
CC(C)c1ccc(CC(=O)N2CCCc3ncc(C(=O)NCc4cccnc4)cc32)cc1	?
CC(C)(C)c1ccc(-n2ncc3c2CCCC3NC(=O)c2c[nH]c(=O)[nH]c2=O)cc1 (configuration not stated)	?
CNC(=O)c1cccc(-c2cnc3[nH]cc(CC(=O)Nc4cccc(F)c4)c3c2)c1	i
Cc1ncc(C(=O)N[C@H]2CC[C@H]2NC2CCCC2)c(-c2ccccc2)n1	-25.9%
CCc1ccc(CN2CCC3(Cc4ccccc4CNC3=O)C2)s1 (configuration not stated)	?
O=C(NC1CCCCC1)[C@H]1CN2CC[C@H]1C[C@@H]2Cn1cc(CCO)nn1	i
CC(=O)Nc1ccc(NC(=O)CSc2nccn2C)cc1	47.4%[activator]
Cc1cccc(OCC(=O)Nc2ccc(-c3nc4cc(C)ccc4o3)c(O)c2)c1	?

Compound activity (PubChem BioAssay)
